# RAM network inh – inhibitors of the yeast RAM network | S. cerevisiae dse1pr::URA3 reporter, 5-FOA growth OD615, 2 d; analog-sensitive cbk1-as2 kinase mutant strain | inhibition, % at 50 µM | 190,000 tested, 1.8% active;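 active = inhibition above a set limit, 3 SD over mean compound inhibition, cut at about 8.4% in these data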;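 note: 0% = DMSO-only wells with no growth and 100% = 10 µM 1-NA-PP1 full growth; inhibition rescues growth on 5-FOA so higher OD means more RAM inhibition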
# STAT3 act – STAT3 signaling activation; U3A cells, IL-6 STAT3-luciferase reporter, luminescence; 100% = signal with IL-6 EC80 alone; AID 871; 190,000 tested, 0.91% active; activation (% of control), % at 5.6 µM;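 active = activation above the screen-wide mean of compound activation plus 3 SD, cut at about 130% in these data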;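 note: 0% = background luminescence of wells with medium and substrate only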
#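 Test system: Human STAT1-deficient U3A cells with stable STAT3-luciferase reporter | Also added: Interleukin-6, 33 ng/mL | Timing: Compound pre-incubation 1 h before IL-6, then 6 h stimulation at 37 °C | Technique: Luciferase reporter luminescence | Read-out: Percent of IL-6-only median luminescence | Benchmarks: IL-6-only wells as 100% reference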
# STAT1 activator – activators of IFN-gamma induced STAT1 signaling | NIH 3T3 STAT1-luciferase reporter, luminescence; 100% = IFN-gamma alone, no compound | activation (% of control), % at 5.5 µM | 200,000 tested, 2.6% active;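 active = activation above the screen-wide mean activation plus 3 SD, cut at about 130% in these data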;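 note: raw ratio to IFN-gamma control signal so 100% means no change and 0% no light; values of inactives mirror those of a sister screen read the other way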
# NF-kB neuron act – NF-kB expression increase, human neuronal cells; NF-kB reporter expression; active compounds read high; fold change at 12.5 µM; 190,000 tested, 1.6% active; AID 1239; in the data active = fold change above about 3.3
# APP transl inh – APP translation inhibition. inhibition, % at 2 µM. 190,000 tested, 0.82% active. SH-SY5Y APP 5'UTR-luciferase reporter, luminescence;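 active = inhibition above a set limit, derived from the sample mean plus 3 SD, cut at about 45% in these data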; note: values of inactives mirror those of a sister screen read the other way
# Hsp70 activator – Hsp70 transcriptional activation, primary screen | 200,000 tested, 0.04% active | HeLa Hsp70 promoter luciferase reporter, luminescence; scaled: vehicle 0, proteasome-inhibitor control 100% | activation, % at 10 µM;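 active = activation above the mean across all tested compounds plus 3 SD, cutoff set per campaign, cut at about 5.5% in these data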;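 note: 100% = MG132 at 30 µM as the positive control and 0% = DMSO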
# APP 5'UTR act – APP 5'UTR luciferase reporter activation | AID 1276 | activation, % at 2 µM | SH-SY5Y APP 5'UTR luciferase reporter, luminescence; zero percent = DMSO vehicle wells | 190,000 tested, 1% active;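 active = activation above a set limit, based on mean plus 3 SD of controls, cut at about 140% in these data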; note: values of inactives mirror those of a sister screen read the other way
# STAT1 blocker – inhibitors of IFN-gamma induced STAT1 signaling; NIH 3T3 STAT1-luciferase reporter, luminescence; inhibition, % at 5.5 µM; 200,000 tested, 0.35% active;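 active = inhibition above a set limit, the mean inhibition across all tested compounds plus 3 SD, cut at about 34% in these data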;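 note: 0% = IFN-gamma with DMSO and 100% = IFN-gamma with 300 µM nifuroxazide; values of inactives mirror those of a sister screen read the other way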
# FLuc inhib CS – Photinus pyralis luciferase inhibition counter-screen. AID 1006. 200,000 tested, 1.5% active. inhibition, % at 10 µM. P08659. ATPLite firefly luciferase biochemical luminescence, 10 min;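 active = inhibition above about 50% when tested at 10 µM, limit read from the data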
# Target sequence (P08659 whole entry, looked up): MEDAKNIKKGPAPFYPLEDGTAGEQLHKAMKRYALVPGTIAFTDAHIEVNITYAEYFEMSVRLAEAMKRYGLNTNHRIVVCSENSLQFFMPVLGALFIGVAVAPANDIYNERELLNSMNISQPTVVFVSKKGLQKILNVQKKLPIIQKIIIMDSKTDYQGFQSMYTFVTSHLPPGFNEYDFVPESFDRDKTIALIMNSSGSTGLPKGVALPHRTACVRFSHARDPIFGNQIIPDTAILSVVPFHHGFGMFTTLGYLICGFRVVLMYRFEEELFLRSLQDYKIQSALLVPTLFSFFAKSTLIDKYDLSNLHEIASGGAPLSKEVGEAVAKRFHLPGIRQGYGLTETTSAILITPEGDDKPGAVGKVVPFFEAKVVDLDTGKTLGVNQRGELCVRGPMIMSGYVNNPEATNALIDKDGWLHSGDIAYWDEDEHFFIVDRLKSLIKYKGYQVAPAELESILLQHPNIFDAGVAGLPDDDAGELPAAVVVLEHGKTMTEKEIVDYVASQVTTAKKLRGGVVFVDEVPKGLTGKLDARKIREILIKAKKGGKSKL
# STAT3 blocker – inhibitors of IL-6 induced STAT3 signaling | 190,000 tested, 0.89% active | AID 862 | U3A cells, IL-6 STAT3-luciferase reporter, luminescence; host cell line lacks STAT1 | inhibition, % at 5.5 µM;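 active = inhibition above the mean inhibition across all screened compounds plus 3 SD, cut at about 44% in these data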;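 note: 0% = DMSO only wells and 100% = 100 µM nifuroxazide control wells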
# Starred values were filed as active, the others as inactive; . = no result given.
SMILES,RAM network inh,STAT3 act,STAT1 activator,NF-kB neuron act,APP transl inh,Hsp70 activator,APP 5'UTR act,STAT1 blocker,FLuc inhib CS,STAT3 blocker
COc1ccc(OC)c(CCNC(=O)CSc2ccsc2[N+](=O)[O-])c1,4.6,101.5,97.2,1.47,10.9,-0.3,-10.9,1.1,-8.7,2.0
CN(C)c1ccc(NC(=O)COC(=O)c2cc(=O)c3ccccc3o2)cc1,-0.6,105.3,104.8,1.15,6.0,-0.1,-6.0,-4.9,-2.0,-8.2
CCN1C(=O)c2cccc3c(S(=O)(=O)NCCc4c[nH]c5ccccc45)ccc1c23,1.2,101.8,95.3,0.91,-11.3,0.6,11.3,5.1,-1.5,3.9
Cc1cc(C)n(-c2ccc(C(=O)OCC(=O)Nc3ccc(Cl)cc3[N+](=O)[O-])cc2)n1,7.3,110.2,100.6,1.03,-25.5,-0.2,25.5,-0.7,2.5,-9.9
CCc1cc(-c2n[nH]c(=S)n2-c2ccccc2C)cs1,1.5,105.0,101.3,1.22,-15.1,-0.3,15.1,-1.4,0.5,-7.7
Cc1cc(C)n(Cc2n[nH]c(=S)n2Cc2ccccc2)n1,-0.4,104.0,96.6,0.74,4.7,0.4,-4.7,3.7,-1.3,-0.5
CCc1ccc(OCCOCC(O)CN2CCN(Cc3ccc(Cl)cc3)CC2)cc1 (configuration not stated),-0.1,102.6,87.1,0.76,4.3,-0.3,-4.3,14.6,-4.5,1.8
CC(C)CCN(CCC(C)C)C(CO)(CO)CO,1.0,97.9,101.3,.,8.4,-0.1,-8.4,-0.9,-7.6,8.4
Cc1ccccc1NC(=O)Cc1nc(CSc2nnc(-c3ccc4c(c3)OCO4)o2)cs1,6.4,99.9,107.7,1.11,-7.7,-0.2,7.7,-8.4,3.2,0.3
CCN(CC)S(=O)(=O)c1cc(NC(=O)CSc2nc3c(cc2C#N)C(=O)CC(C)(C)C3)ccc1C,3.8,108.4,107.9,0.79,1.1,-0.5,-1.1,-8.7,-1.1,-0.4
Cc1oc(-c2ccccc2)nc1CSc1nc2c(c(=O)[nH]1)CCC2,1.4,100.8,99.9,0.89,-0.9,-0.2,0.9,0.1,-0.9,-1.1
Nc1cc(-c2ccc(Cl)cc2)nn1S(=O)(=O)c1ccccc1,3.3,83.4,102.5,1.3,0.9,-0.2,-0.9,-2.7,-2.7,25.1
CN(C(=O)c1cccnc1)c1nnc(-c2cnccn2)s1,0.7,95.2,116.6,1.33,-6.8,0.1,6.8,-17.9,-3.2,9.6
O=c1c2ccccc2nnn1CSc1nc2ccccc2c(=O)n1CCCO,2.8,87.5,86.2,1.02,-4.2,-0.3,4.2,14.5,-2.7,18.9
O=C(CCCN1C(=O)/C(=C\c2cccs2)SC1=S)Nc1cccnc1,0.7,96.4,89.8,1.69,8.2,-0.2,-8.2,11.4,-8.0,1.9
Cc1ccc(CNC(=O)c2ccc3nc4[nH]c5ccccc5c4nc3c2)cc1,4.9,86.7,107.9,1.11,17.1,-0.4,-17.1,-8.7,-4.4,18.7
COc1cc2nc(CSc3nc(-c4ccc(F)cc4)cs3)[nH]c(=O)c2cc1OC,3.8,100.1,88.9,0.82,-21.7,-0.1,21.7,12.4,-4.9,-2.7
COCCn1c(CN(Cc2ccccc2)Cc2ccccc2)nc2c1c(=O)n(C)c(=O)n2C,1.1,104.1,101.5,1.26,8.1,0.0,-8.1,-1.7,2.3,0.4
COc1ccc(N2CCN(C(=O)c3ccc(Cn4c(=S)[nH]c5ccc(N6CCOCC6)cc5c4=O)cc3)CC2)cc1,5.2,103.0,108.2,1.59,-41.4,0.4,41.4,-9.9,3.0,8.2
C=CCn1c(-c2cccnc2)n[nH]c1=S,1.8,98.3,102.5,1.56,17.5,-0.1,-17.5,-2.8,-1.5,-0.5
Cc1ccc(C)c(Cn2c(C(=O)OC(C)C)cc3c2ccn3C)c1,7.4,94.0,93.2,0.9,-1.4,-0.2,1.4,7.5,-7.1,11.2
COc1ccc(OCCCC(=O)NCCc2ccccc2)cc1,0.9,91.8,95.6,1.08,-18.2,-0.3,18.2,5.0,-7.1,12.5
COc1cccc(NC(=O)Cc2c(O)c3ccccc3[nH]c2=O)c1,5.3,119.8,104.9,0.84,-13.9,-0.1,13.9,-4.7,-4.3,-16.2
CCc1ccc(/C=C(/C#N)C(N)=S)s1,0.8,85.1,106.3,1.47,1.9,0.0,-1.9,-7.1,-2.4,22.0
Cc1cc(C)n(CC(O)COc2ccc(OCC(O)Cn3nc(C)cc3C)cc2)n1 (configuration not stated),.,97.2,99.0,.,-12.2,-0.3,12.2,1.1,.,4.5

# (listing goes on)
SMILES,RAM network inh,STAT3 act,STAT1 activator,NF-kB neuron act,APP transl inh,Hsp70 activator,APP 5'UTR act,STAT1 blocker,FLuc inhib CS,STAT3 blocker
CC(C)(C)NC(=S)Nc1cccc(C(F)(F)F)c1,0.2,93.1,81.2,1.33,3.7,-0.1,-3.7,18.8,1.0,10.5
C#CCSc1nncn1C(=O)/C=C/c1ccccc1,-0.7,103.9,87.6,0.92,-0.3,0.0,0.3,13.8,0.4,3.2
CN1C(=O)CC(Nc2cccc3cccc(N)c23)C1=O (configuration not stated),0.0,103.1,102.7,0.62,3.4,-0.1,-3.4,-3.0,2.1,1.3
Cc1nc(N)nc2c1CCCC2,1.4,103.0,103.0,0.99,-4.5,-0.4,4.5,-2.2,-7.1,-2.5
O=C(N/N=C/c1cccnc1)c1ccc(Cn2cc([N+](=O)[O-])cn2)o1,0.1,95.0,101.1,1.14,-1.1,0.3,1.1,-4.6,1.6,10.6
CN(C)c1ccc(NC(=O)CCCc2ccccc2)cc1,1.4,107.2,138.2*,5.41*,-150.3,0.4,150.3*,-41.7,18.6,-4.3
COCCCNc1nc2ccccc2nc1NS(=O)(=O)c1cccs1,3.1,101.0,103.4,0.94,11.7,-0.1,-11.7,-3.7,-1.6,0.8
COc1ccc(NC(=O)C2CCN(C(=O)c3ccccc3)CC2)cc1OC,0.4,99.4,95.4,1.21,-5.2,-0.5,5.2,5.1,-4.0,10.5
CC(=O)N1CN(C2CCS(=O)(=O)C2)Cc2c1sc1c2CCCC1 (configuration not stated),0.5,91.1,97.6,1.14,-9.3,-0.4,9.3,2.6,-3.2,15.8
COc1cccc(CC2(CO)CCN(C(=O)NC3CCCCC3)CC2)c1,-0.6,92.0,106.6,1.01,3.4,0.1,-3.4,-8.9,-6.9,13.4
CCCn1cnc2c(c1=O)c1nc3ccccc3nc1n2CCC1=CCCCC1,2.8,80.3,105.1,1.02,4.7,0.2,-4.7,-5.5,-11.3,30.3
CN(C)CCCC1(O)c2ccccc2C=Cc2ccccc21,2.3,103.2,98.9,1.17,11.4,-0.2,-11.4,1.2,-0.3,-1.1
Cc1cnnn1-c1ccc(C(=O)CCl)cc1,2.0,103.5,83.9,0.9,-5.5,-0.1,5.5,17.7,-5.0,0.6
Cc1cccc(OCCSc2ncnc3nc[nH]c23)c1,1.5,79.5,100.4,1.05,-7.1,-0.3,7.1,-0.5,-5.3,27.3
CCCC(C)NC(=O)CSCc1ccc(OC)cc1 (configuration not stated),0.2,93.8,95.0,0.78,-5.5,0.0,5.5,5.6,-2.8,15.8
COc1ccc(N2C(=O)C3C4C=CC(C4)C3C2=O)c(OC)c1 (configuration not stated),0.7,95.4,97.7,1.06,7.1,-0.1,-7.1,2.6,-0.4,9.0
CC(C)(C)NS(=O)(=O)c1ccc(-c2csnn2)s1,0.9,104.0,97.6,0.91,-14.5,-0.2,14.5,2.6,-1.0,-3.3
O=C(NC(=S)N1CCc2ccccc21)C1CCC1,1.0,110.0,89.9,0.69,6.8,0.0,-6.8,10.2,-3.6,-3.6
CCc1cc2c(=O)c(-c3nc4ccccc4n3C)c(C)oc2c(CN2CCN(CCO)CC2)c1O,-0.4,95.5,98.8,1.04,-3.5,0.0,3.5,1.3,-2.3,14.0
Cc1ccc(O)c(NC(=O)C2CC(c3ccc(F)cc3)=NO2)c1 (configuration not stated),6.1,105.0,97.7,1.12,7.7,-0.2,-7.7,2.6,-4.8,-1.9
CC(=O)c1cccc(NC(=O)c2c(C)nn(-c3ccccc3)c2Cl)c1,-0.3,94.0,114.0,1.14,7.7,-0.4,-7.7,-16.6,0.6,8.5
COc1cc([N+](=O)[O-])cc(/C=N/NC(=O)C(C)Nc2ccccc2C)c1O (configuration not stated),1.2,98.6,106.8,0.68,11.1,-0.1,-11.1,-7.1,-4.2,0.1
COc1ccc(-n2c(C)cc(C(=O)CCl)c2C)cc1,-0.2,104.8,84.2,3.86*,43.7,-0.3,-43.7,16.0,-0.1,-4.2
CCn1ccnc1[C@@H]1C[C@H]2CN(Cc3ccccc3OC)C(=O)[C@]23CCCN13,-0.9,100.7,96.8,0.97,-5.1,0.0,5.1,1.9,-4.2,3.6
CC(C)Cc1cc(C(=O)O)c2ccccc2n1,.,93.8,97.3,.,5.2,0.0,-5.2,3.0,.,10.5

# (further entries)
SMILES,RAM network inh,STAT3 act,STAT1 activator,NF-kB neuron act,APP transl inh,Hsp70 activator,APP 5'UTR act,STAT1 blocker,FLuc inhib CS,STAT3 blocker
O=C(NCc1ccccn1)c1cc2ccccn2n1,3.8,101.3,104.9,1.06,4.8,-0.3,-4.8,-5.4,0.4,7.4
O=C(CCNS(=O)(=O)c1ccccc1F)NCc1ccc2c(c1)OCO2,0.8,97.2,95.7,1.08,-16.3,0.2,16.3,4.7,-7.5,5.1
Cc1ccccc1-n1c(=O)c2ccccc2n(CC(=O)NCc2ccco2)c1=O,2.0,97.2,96.6,1.12,8.6,-0.1,-8.6,1.6,-0.1,11.5
CCc1c(C)nc2ncnn2c1N1CCC(C(=O)Nc2ccccc2)CC1,2.0,82.3,89.5,0.72,9.8,-0.2,-9.8,11.5,-5.3,22.6
Cc1ccc(S(=O)(=O)Cn2nnnc2C(c2ccccc2)N2CCN(c3ccccc3)CC2)cc1 (configuration not stated),4.3,101.5,102.3,1.03,2.6,-0.1,-2.6,-2.5,-8.0,1.3
CCC(C)NC(=O)CSc1c2c(nc3ccccc13)CCCC2 (configuration not stated),-0.5,102.9,84.3,0.99,-2.3,0.8,2.3,15.8,-5.1,1.8
CCCn1c(SCC(=O)Nc2nc(-c3ccc(OC)cc3)cs2)nc2c1c(=O)n(C)c(=O)n2C,4.2,99.3,98.4,1.18,-4.7,-0.4,4.7,1.8,-2.1,-0.8
Brc1cccc(-c2nnc(-c3ccccc3)o2)c1,4.2,109.8,131.7*,1.04,-55.8,-0.3,55.8,-34.4,33.5,-10.8
C=CCn1c(SC2CCOC2=O)nc2sc(CC)cc2c1=O (configuration not stated),-0.2,81.1,92.0,1.27,-12.4,0.1,12.4,8.8,-7.1,25.2
Cc1cc2c(c(=O)n1Cc1ccccn1)C(c1ccc3c(c1)OCO3)C(C#N)=C(N)O2 (configuration not stated),0.0,104.6,103.0,1.37,17.4,-0.2,-17.4,-4.4,-0.8,1.0

# Assay outcomes (PubChem)
